D1 antagonist: Antagonist of Human D 1 Dopamine Receptor: qHTS | D(1A) dopamine receptor (Homo sapiens), P21728 | HEK293 TREx D1 cells, calcium flux, dopamine EC80; hits give low values | activity change, negative = inhibition, % at 10 µM | hit rate 3.2% among 360,000; in the data active = activity change below about -30%; also: % is scaled to controls: 0 for no effect and ±100 for the full control effect
Target sequence (P21728 whole entry, looked up): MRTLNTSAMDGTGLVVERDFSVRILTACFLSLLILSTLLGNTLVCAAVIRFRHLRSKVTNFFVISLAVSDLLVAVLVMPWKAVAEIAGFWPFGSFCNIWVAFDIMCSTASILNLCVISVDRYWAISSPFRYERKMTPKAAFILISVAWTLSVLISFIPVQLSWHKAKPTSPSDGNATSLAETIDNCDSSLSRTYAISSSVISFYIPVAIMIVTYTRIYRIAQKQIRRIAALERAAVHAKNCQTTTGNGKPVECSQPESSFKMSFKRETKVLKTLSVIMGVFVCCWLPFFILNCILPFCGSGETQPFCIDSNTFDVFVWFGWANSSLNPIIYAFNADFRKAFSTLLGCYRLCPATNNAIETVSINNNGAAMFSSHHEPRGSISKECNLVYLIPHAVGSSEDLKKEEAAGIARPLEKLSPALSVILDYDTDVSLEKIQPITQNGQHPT
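Tetracycline-induced HEK293 Trex D1 cells, force-coupled to calcium, dye-loaded; compounds added and read 180 s, then EC80 dopamine added and calcium flux tracked kinetically another 180 s.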
Vif-A3G inh: qHTS for Inhibitors of Vif-A3G Interactions: qHTS | DNA dC->dU-editing enzyme APOBEC-3G (Homo sapiens), Q9HC16 | HeLa A3G-eYFP + Vif (tagged APOBEC3G with the HIV-1 protein that degrades it), YFP fluorescence, overnight | AID 602310, 2012 | hit rate 0.076% among 410,000 | Potency, µM (top dose mostly 46.1 µM), inactives show top-dose activity, negative = active, hits mostly inhibitors;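 also: potency is read from the fitted curve at half-maximal effect; % is scaled to controls: 0 for no effect and ±100 for the full control effect; nearly all actives have a fitted effect of over 60% in size; hits raise eYFP signal because A3G escapes Vif-driven loss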
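HeLa cells stably expressing Vif and C-terminally eYFP-tagged A3G, seeded overnight at 37 deg C, then exposed to compound by pintool overnight at 37 deg C. Rise in yellow fluorescence (Ex 488/Em 500-530, Acumen) marks blocked Vif-driven A3G degradation.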
LDHA block: qHTS assay for inhibitors of human lactate dehydrogenase | purified LDHA, NADH/diaphorase-resazurin fluorescence; hits give low values | AID 1347041, 2019 | activity change, % (values are at about 110 or 230 µM) | L-lactate dehydrogenase A chain (Homo sapiens), P00338 | hit rate 0.15% among 480,000; in the data active = activity change below about -30%; inconclusive = mostly about -25% to -30%;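 also: plate controls were DMSO wells for no effect and wells without enzyme for full effect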
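LDH5 2 nM; NADH 0.06 mM, pyruvate 0.2 mM; 200 mM Tris pH 7.4, EDTA, Tween-20; 5 min RT. Detection: diaphorase 0.133 mg/mL + resazurin 37 µM, fluorescence ex540/em590 at 0 and 20 min; normalized to enzyme-free and DMSO wells.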
D1 PAM: Potentiators of Human D1 Dopamine Receptor: qHTS. D(1A) dopamine receptor (Homo sapiens), P21728. potentiation, % at 10 µM. AID 504651, 2011. HEK293 TREx D1 cells, calcium flux, dopamine EC20 potentiation. hit rate 0.036% among 360,000; in the data active = potentiation above about 30%; also: 0% is about no effect
D2 potentiator: HTS Assay for Positive Allosteric Modulators of the Human D2 Dopamine Receptor: Primary Screen for Potentiators; D(2) dopamine receptor (Homo sapiens), P14416; HEK293 T-REx D2, calcium flux, EC20 dopamine potentiation; potentiation, % at 10 µM; hit rate 0.34% among 340,000;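 active = potentiation over 3 SD above the plate norm, cut at about 30% in these data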; also: 0% is about no effect
Target sequence (P14416 whole entry, looked up): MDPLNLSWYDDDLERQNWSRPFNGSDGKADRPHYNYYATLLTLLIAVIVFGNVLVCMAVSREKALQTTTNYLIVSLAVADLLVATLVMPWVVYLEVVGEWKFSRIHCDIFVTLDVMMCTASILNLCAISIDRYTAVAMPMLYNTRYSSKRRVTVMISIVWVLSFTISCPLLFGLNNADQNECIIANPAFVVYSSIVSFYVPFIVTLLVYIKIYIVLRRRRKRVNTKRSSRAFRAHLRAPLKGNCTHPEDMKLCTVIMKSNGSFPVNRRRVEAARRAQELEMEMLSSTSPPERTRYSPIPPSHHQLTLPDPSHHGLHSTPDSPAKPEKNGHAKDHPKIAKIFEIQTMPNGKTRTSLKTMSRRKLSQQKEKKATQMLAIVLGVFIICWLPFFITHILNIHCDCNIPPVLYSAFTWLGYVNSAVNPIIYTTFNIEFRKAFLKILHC
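Potentiation of an EC20 dopamine calcium response is measured in a force-coupled, tetracycline-inducible Hek293 Trex D2 line. Compound-only kinetic reads over 180 s flag agonists before dopamine addition.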
D1 agonist: Allosteric Agonists of the Human D1 Dopamine Receptor: qHTS | D(1A) dopamine receptor (Homo sapiens), P21728 | HEK293 T-REx D1 cells, calcium flux, agonist mode | activation, % at 2 µM | hit rate 1% among 360,000 | AID 504660, 2011; in the data active = activation above about 30%; also: 0% is about no effect
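Inducible HEK293 T-REx D1 cells, force-coupled to calcium signalling, were plated at 4000 cells/well with tetracycline and held overnight at 30 C. After no-wash calcium dye loading, compound-evoked calcium rise over 180 s flagged agonists.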
RXFP1 agonist: qHTS Assay for Agonists of the Relaxin Receptor RXFP1. hit rate 0.3% among 370,000. Relaxin receptor 1 (Homo sapiens), Q9HBX9. HEK293T-RXFP1 cAMP TR-FRET, 30 min; response scale: percent of porcine relaxin response, buffer zero. Potency, µM (titrated, usually from 57.5 µM), without a hit: top-dose activation, usual class: activators; also: potency is read from the fitted curve at half-maximal effect; % is scaled to controls: 0 for no effect and ±100 for the full control effect; nearly all actives have a fitted effect of over 60% in size; many of its hits are not listed in these tables
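Agonist response is measured as cAMP accumulation in an RXFP1-transfected HEK293T line under PDE4 inhibition. Values are scaled between buffer-only and 29 nM porcine relaxin, and EC50s come from standard Hill equation fits.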
Vif-A3F inh: qHTS for Inhibitors of Vif-A3F Interactions: qHTS; HeLa A3F-eYFP + Vif (tagged APOBEC3F with the HIV-1 protein that degrades it), YFP fluorescence increase; AID 602313, 2012; hit rate 0.2% among 390,000; Potency, µM (doses to about 46.1 µM), for the others: top-dose activity, negative = active; also: potency is read from the fitted curve at half-maximal effect; % of control where 0% means no effect; nearly all actives have a fitted effect of over 65% in size
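Fluorescence increase (Ex 488/Em 500-530) after overnight compound treatment at 37 deg C flags inhibition of Vif-driven A3F-eYFP loss in stable HeLa A3F-eYFP/Vif cells seeded overnight beforehand.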
GRP78 ERSR act: qHTS for Inducers of the Endoplasmic Reticulum Stress Response (ERSR) in Human Glioma: qHTS; U87-MG GRP78 promoter luciferase reporter, 16 h; Potency, µM, without a hit: at the top dose activation, hits mostly activators; hit rate 0.02% among 420,000; AID 602332, 2012; also: potency is read from the fitted curve at half-maximal effect; series mostly up to about 76 µM; % of control where 0% means no effect; nearly all actives have a fitted effect of over 35% in size
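Stably transfected U87-MG human glioma cells carrying a GRP78-based luminescent sensor were seeded at 1000 cells/well, pin-dosed with compounds and incubated 16 h. Luciferase reagent was then added, and end-point luminescence was read after 10 min at room temperature.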
The depositor's hits bear a star; ? = inconclusive; / = not tested or not shown; & = joins results of further samples; ! = not confirmed by another sample. Unless noted, calls follow the shape of the dose curve; as a rule, active = well fitted curve in the direction sought with a large enough effect; inconclusive = small, poorly fitted or top-dose-only effect, or another doubt; inactive = no such curve, though single readings can be large; an effect the other way counts as inactive or inconclusive. The list is partial (hit frequency here may not be typical).

SMILES | D1 antagonist | Vif-A3G inh | LDHA block | D1 PAM | D2 potentiator | D1 agonist | RXFP1 agonist | Vif-A3F inh | GRP78 ERSR act
CCn1c(CNC(=O)c2ccc3c(c2)OCO3)nnc1SCC(=O)Nc1ccccc1F | 6 | -5% | -5 | -6 | -15 | 3 | 2.5% | -7% | 1%
O=C(COC(=O)CN1C(=O)C2CC=CCC2C1=O)Nc1cc(C(F)(F)F)ccc1N1CCOCC1 (centres undefined) | 1 | -1% | -9 | -10 | -4 | 0 | -1.4% | -2% | -5%
Cc1ccc(C(=O)NC2CCN(C(=O)Nc3ccccc3Cl)CC2)cc1 | 9 | 1% | -2 | -7 | -12 | 0 | 1.7% | 7% | 5%
COCCN=C1N[C@@H](c2ccc(Br)cc2)C(C(=O)OC)=C(C)N1Cc1ccccc1 | -34*! | 7% | -7 | -4&-5 | -4 | 34*! | 1.0%&1.0% | -20% | -5%
CC1CCC(N2CCN(C(=O)c3ccccc3F)CC2)CC1 (centres undefined) | 47 | 4% | -18 | 0 | 6 | 9 | 2.5% | 0% | 1%
O=S(=O)(c1ccc(Br)cc1)N1CCOC12CCCCC2 | 2 | -2% | -5 | -5 | 1 | 4 | -1.8% | 7% | 0%
Cc1ccc(S(=O)(=O)NCCCCCC(N)=O)cc1 | 9 | 1% | -6 | -5 | 3 | 4 | 2.9% | -8% | -6%
O=C(CSc1nnc(-c2cnccn2)n1Cc1ccco1)Nc1ccc(Br)cc1 | -11 | -7% | -5 | -5 | -26 | 0 | 0.4% | / | 0%
CC(C)c1ccc(NC(=O)C2CCN(c3nc(-c4ccc(C(C)C)cc4)no3)CC2)cc1 | -21 | 0% | 0 | -3 | -7 | 3 | -0.6% | 2% | -8%
COc1ccc(C(=O)NCC(=O)OCc2ccc(F)cc2Cl)cc1OC | 7 | 1% | -7 | -7 | 20 | 1 | 1.3% | -7% | -3%
CCN(CC)S(=O)(=O)c1cc(Cl)ccc1OC | / | -3% | -4 | -6 | 12 | -1 | 0.6% | 9% | -4%
CC1CCN(c2ncnc3c2cnn3Cc2ccc(Cl)cc2)CC1 | 5 | -6% | 5 | -1 | -5 | 3 | 2.0% | / | -4%
Cc1cc(C(=O)N/N=C/c2ccc[nH]2)n[nH]1 | -2 | -10% | -1 | 2 | 1 | 0 | 0.0% | 0% | 1%
CCc1cccc(NC(=S)N(CCCN2CCOCC2)C(C)c2cc3cccc(OC)c3o2)c1 (centres undefined) | -7 | 1% | -9 | -6 | / | 13 | -0.5% | 4% | -3%
CSCCC(NS(=O)(=O)c1cccc(C(F)(F)F)c1)C(=O)Nc1ccccc1N1CCCC1 (centres undefined) | 16 | 0% | -1 | 0 | -2 | 2 | 0.2% | -9% | -4%
Cc1ccc(OCc2nnc(SCc3ccc(C#N)cc3)n2-c2ccc(C)cc2)cc1 | -8 | 0% | 9 | -8 | 6 | 7 | 2.0% | 1% | -1%
Cc1cc(NC(=O)CSc2nc3ccccc3c(=O)n2CCCC(=O)NCc2ccccc2)n[nH]1 | -35* | -3% | -9 | -5 | 21 | 4 | -0.4% | -12% | -4%
CCCn1c(C(O)c2ccc(C)cc2)nc2ccccc21 (centres undefined) | -17 | -7% | 2 | 0 | 6 | 8 | 0.7% | 0% | -1%
CNS(=O)(=O)c1cn(CC(=O)NCc2cccc(OC)c2)cc1S(=O)(=O)NC | 19 | 2% | -6 | 0 | 13 | 2 | -1.5% | 6% | -3%
COc1ccc(CN2CCC(Oc3ccc(C(=O)NCc4ccccn4)cc3)CC2)c(F)c1 | 4 | 0% | -5 | -13 | -10 | 9 | 4.4% | -1% | -1%
COc1ccc(-n2c(C)cc(C(=O)Cn3c(NCCO)nc4ccccc43)c2C)cc1 | -1 | 0% | -1 | 0 | -3 | 3 | 0.7% | -2% | -3%
O=C(C1CCC(=O)N(C2CC2)C1)N1CCN(c2ccc(Cl)cc2)CC1 (centres undefined) | -11 | -6% | -1 | -5 | -1 | 3 | 1.9% | 0% | -3%
CSCCC(NC(=O)c1ccc(Cl)cc1Cl)C(=O)OC(C)C(=O)NCc1ccco1 (centres undefined) | -6 | 1% | 3 | -5 | 4 | 11 | 0.4% | -26% | -4%
O=[N+]([O-])c1ccc2nc(-c3ccncc3)[nH]c2c1 | 5 | 4% | 1 | 2 | 9 | 2 | 27% | 7% | ?
COC(=O)c1ccccc1NC(=O)CSc1[nH]c(=O)cc(C)c1C#N | -3 | -4% | -7 | -2 | 9 | 2 | -2.2% | 7% | 2%
CC1(C)C(=O)Nc2ccccc2N1C(=O)CN1C(=O)NC(CCc2ccccc2)C1=O (centres undefined) | -15 | -2% | -5 | 1 | 11 | 1 | -2.0% | -13% | -6%
CCC(=O)c1ccc(OC(=O)C2CCN(C3=NS(=O)(=O)c4ccccc43)CC2)cc1 | 5 | -1% | -7 | 0 | 13 | 0 | -2.1% | 6% | 0%
COc1cc(CNCc2ccco2)cc(OC)c1O | 4 | 2% | 3 | 0 | 9 | 1 | -1.4% | 8% | -1%
CN(C)CCCNc1ncnc2c1cnn2-c1ccccc1 | -14 | -1% | -9 | -5 | 6 | 3 | 2.9% | 0% | -2%
COc1ccc(N2CCN(Cc3nc4c(c(=O)n(C)c(=O)n4C)n3C(C)C)CC2)cc1 | -4 | 3% | 2 | -2 | -13 | -1 | -0.8% | 2% | -4%
Cc1cccc(NC(=O)c2onc3c2CCCC3)n1 | -9 | -1% | -3 | -2 | 6 | 2 | 2.7% | 1% | -11%
O=C(CN1CCN(S(=O)(=O)c2ccc(Cl)c(Cl)c2)CC1)N1CCCCC1 | -20 | -5% | 2 | -1 | 14 | 9 | 0.4% | ? | -6%
C=C(C)CSc1nnc2n(Cc3ccccc3)c(=O)c3c4c(sc3n12)CCC4 | -14 | 0% | 0 | -1 | -1 | 0 | 0.6% | 6% | 4%
C[C@H](CO)N1C[C@H](C)[C@@H](CN(C)Cc2ccncc2)Oc2c(NC(=O)c3ccncc3)cccc2C1=O | / | -1% | 1 | / | / | / | / | 0% | -5%
CCN(CC)C(=O)c1[nH]cnc1C(=O)NCC(=O)OCc1ccccc1 | 13 | -1% | 2 | -2 | -3 | 0 | 1.0% | 0% | -3%
CCc1ccc(C(=O)c2cn(CC(=O)Nc3cccc(OC)c3)c3cc4c(cc3c2=O)OCO4)cc1 | -2 | 1% | 4 | -2 | 15 | 2 | 5.6% | 3% | -1%
C=C(C)c1cccc(C(C)(C)NC(=O)NNC(=O)c2ccccc2O)c1 | -7 | 0% | -1 | -2 | -4 | 2 | -1.6% | 15% | -2%
O=C(NCc1n[nH]c(=S)n1-c1ccc(Cl)c(Cl)c1)c1ccc(S(=O)(=O)N2CCOCC2)cc1 | -13 | -6% | -6 | -2 | 5 | 2 | -1.2% | 0% | -3%
CCOc1ccc(C(C)=O)cc1CSc1nnnn1-c1ccc(O)cc1 | -22 | 2% | -6 | -10 | / | 14 | 1.5% | 6% | 0%
COc1ccc(CNC(=O)C(C)n2nc(C)n3c(cc4occc43)c2=O)cc1 (centres undefined) | -20 | 2% | -8 | -3 | 0 | 0 | 15% | -2% | -4%
Cc1cc(OCc2cccc(Cl)c2)c(C)cc1CN1CCOCC1 | 15 | 2% | 2 | 8 | 6 | 2 | 4.8% | -16% | 6%
Cc1ccc(S(=O)(=O)N2CCCCC2)cc1NC(=O)c1nn(C)c(=O)c2ccccc12 | 2 | 0% | 3&-4 | -3 | -14 | -1 | 2.7% | 0% | -3%
COc1ccc(C(=O)N2CCNC(=O)C2CC(=O)Nc2cccc(Cl)c2Cl)cc1 (centres undefined) | 0 | -6% | -9 | 1 | -2 | 1 | 1.8% | 3% | 1%
O=C(CCc1nc(-c2ccc(Cl)cc2)no1)NCC1CCCO1 (centres undefined) | 1 | 7% | -10 | 4 | 10 | 3 | 0.0% | 9% | -4%
CCC(=O)Nc1ccc(-c2ccc(N3CCN(C)CC3)nn2)cc1 | 2 | 1% | -2 | -8 | -4 | 2 | 5.2% | -8% | -1%
CCOc1ccccc1C(=O)Nc1cccc2ccc(C)nc12 | 0 | / | -3 | -1 | -5 | 3 | -11% | / | /
CCCCC(=O)NC(Nc1cc(C)ccn1)(C(=O)OCC)C(F)(F)F (centres undefined) | / | -8% | -5 | / | / | / | 0.2% | 2% | -2%
CCOC(=O)c1sc(NCc2ccco2)c(-c2nc3ccccc3s2)c1N | -3 | -13% | 2 | 0 | -4 | 1 | 0.2% | 0% | -3%
CCOC(=O)c1ccc(-n2c(C)nc3c(cnn3-c3ccccc3C)c2=O)cc1 | -11 | -1% | -3 | -3 | -11 | -1 | -0.5% | 4% | 1%
O=C(c1cc(-c2ccccc2)nn1-c1ccccc1)N1CCN(S(=O)(=O)c2c(F)cccc2F)CC1 | 4 | 0% | -6 | -8 | -6 | 0 | 2.0% | 2% | -4%

Fetched by structure from the list above, 2 records:
SMILES | D1 antagonist | Vif-A3G inh | LDHA block | D1 PAM | D2 potentiator | D1 agonist | RXFP1 agonist | Vif-A3F inh | GRP78 ERSR act
Cc1ccc(S(=O)(=O)N2CCCCC2)cc1NC(=O)c1nn(C)c(=O)c2ccccc12 | 2 | 0% | 3&-4 | -3 | -14 | -1 | 2.7% | 0% | -3%
CCCCC(=O)NC(Nc1cc(C)ccn1)(C(=O)OCC)C(F)(F)F (centres undefined) | / | -8% | -5 | / | / | / | 0.2% | 2% | -2%

Assay outcomes deposited in PubChem BioAssay by National Center for Advancing Translational Sciences (NCATS).
